# PHOSPHO1 inh = blocks human PHOSPHO1 phosphatase activity; AID 1565; recombinant PHOSPHO1, absorbance phosphatase assay; inhibition, % at 13.3 µM; Q8TCT1; actives 1.1% (n = 290,000); in the data active = inhibition above about 60%
# M4 PAM = positive allosteric modulators of human muscarinic M4 receptor; CHO-K1 hM4/Gqi5, Fluo-8 calcium fluorescence, ACh EC20; 0% = ACh EC20, 100% = maximal ACh; P08173; AID 624126; actives 0.4% (n = 360,000); activation, % at 3 µM;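 active = activation above its plate's cutoff, the mean activation of sample wells plus 3 SD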; note: some results filed as inactive read as strong as hits
# pCIP destab = p/CIP protein destabilization. Q05BA5. decrease of EGFP signal, % at 10 µM. F442A p/CIP-EGFP cells, EGFP fluorescence, 16 h. actives 0.01% (n = 290,000);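 active = EGFP signal decrease of at least 30% at 10 µM or well 3 SD below plate mean, unless failing retest; inactive = the rest, including hits failing retest or dose response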; note: some compounds called inactive have numbers as strong as hits; many of its hits are not listed in these tables
# Target sequence (Q05BA5 1-1403): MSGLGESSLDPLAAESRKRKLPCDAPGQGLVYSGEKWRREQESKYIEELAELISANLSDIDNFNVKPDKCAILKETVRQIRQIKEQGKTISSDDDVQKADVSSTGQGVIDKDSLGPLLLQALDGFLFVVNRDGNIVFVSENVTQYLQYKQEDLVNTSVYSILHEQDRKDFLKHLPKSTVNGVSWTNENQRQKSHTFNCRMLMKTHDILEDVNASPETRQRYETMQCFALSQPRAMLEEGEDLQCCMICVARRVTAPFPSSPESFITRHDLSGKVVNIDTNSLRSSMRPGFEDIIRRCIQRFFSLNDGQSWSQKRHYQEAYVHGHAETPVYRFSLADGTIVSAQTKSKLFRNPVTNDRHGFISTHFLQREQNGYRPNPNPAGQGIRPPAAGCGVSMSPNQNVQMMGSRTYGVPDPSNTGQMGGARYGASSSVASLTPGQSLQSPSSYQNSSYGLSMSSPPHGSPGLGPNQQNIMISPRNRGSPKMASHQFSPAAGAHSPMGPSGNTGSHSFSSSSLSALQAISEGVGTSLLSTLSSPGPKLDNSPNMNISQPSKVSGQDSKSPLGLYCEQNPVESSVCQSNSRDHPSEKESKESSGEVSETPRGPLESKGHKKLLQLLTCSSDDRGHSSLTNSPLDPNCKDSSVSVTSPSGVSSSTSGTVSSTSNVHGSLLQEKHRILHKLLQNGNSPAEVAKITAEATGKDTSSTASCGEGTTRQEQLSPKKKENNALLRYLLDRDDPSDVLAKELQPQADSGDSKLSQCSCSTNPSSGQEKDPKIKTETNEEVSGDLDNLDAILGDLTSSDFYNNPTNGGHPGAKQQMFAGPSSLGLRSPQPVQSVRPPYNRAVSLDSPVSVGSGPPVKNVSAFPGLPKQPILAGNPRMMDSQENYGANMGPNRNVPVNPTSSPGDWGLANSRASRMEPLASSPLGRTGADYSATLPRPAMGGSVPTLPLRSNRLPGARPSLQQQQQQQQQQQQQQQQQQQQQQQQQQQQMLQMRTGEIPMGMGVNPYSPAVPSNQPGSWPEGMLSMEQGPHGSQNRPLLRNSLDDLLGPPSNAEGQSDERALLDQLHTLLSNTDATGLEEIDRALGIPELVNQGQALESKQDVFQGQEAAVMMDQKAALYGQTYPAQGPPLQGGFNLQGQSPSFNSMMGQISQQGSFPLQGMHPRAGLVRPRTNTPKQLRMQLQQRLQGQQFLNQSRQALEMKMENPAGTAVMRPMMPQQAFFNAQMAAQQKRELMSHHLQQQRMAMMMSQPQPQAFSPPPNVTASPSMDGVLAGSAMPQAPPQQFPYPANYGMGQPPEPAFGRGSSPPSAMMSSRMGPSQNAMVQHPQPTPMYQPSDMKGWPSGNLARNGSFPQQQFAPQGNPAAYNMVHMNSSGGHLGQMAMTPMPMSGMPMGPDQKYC
# MEKK3 PB1 HTS = raises or lowers MEK5 binding to the human MEKK3 PB1 domain | Q99759 | bead-based flow cytometry, Alexa488-MEK5 binding to MEKK3; actives lie on both sides; 0 = blocked by unlabeled MEK5, 100 = vehicle | binding response (% of control), % at 10 µM | actives 1.4% (n = 290,000);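 active = binding response more than 3 SD above or below the average of its plate-row segment, actives on both sides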;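 note: Alexa488 bead fluorescence after subtracting the streptavidin-only scavenger bead signal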
# CRFBP-R2 block = CRF-BP/CRF-R2 complex antagonism; HEK293 CRF-R2/CRF-BP, CRF-induced calcium fluorescence; inhibition, % at 11.8 µM; actives 0.59% (n = 350,000);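 active = inhibition of the ligand-induced calcium signal above about 50% at the single tested concentration, limit read from the data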
# CRFBP-R2 agonist = CRF-BP/CRF-R2 complex agonism | actives 0.46% (n = 350,000) | HEK293 CRF-R2/CRF-BP, calcium dye fluorescence (FLIPR); percent of saturating CRF peptide response | activation, % at 13.2 µM;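 active = activation of at least 50%, plus an integration ratio under a set limit after plate pattern correction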;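 note: plate controls were neutral control wells without compound for no effect and CRF at EC100 for full effect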
# IDE cell inh = inhibits human insulin-degrading enzyme in HEK cells. P14735. FAbetaB cleavage, fluorescence polarization. inhibition, % at 5.59 µM. actives 0.41% (n = 320,000). AID 434962;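 active = percent inhibition above the average of all tested compounds plus 3 SD, set per screening campaign, cut at about 16% in these data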;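 note: IDE supplied by intact live HEK cells; FP after avidin binding of uncleaved biotin substrate so inhibition keeps polarization high; 0% = DMSO wells and 100% = 60 µM reference IDE inhibitor Ii1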
# GalR3 antagonist = antagonists of human GalR3 | O60755 | HEK293 GalR3-CNG cAMP membrane potential fluorescence; galR3 body fused to GalR1 C-terminus | inhibition, % at 3 µM | actives 0.44% (n = 360,000);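 active = inhibition above the screen-wide average plus 3 SD, cut at about 13% in these data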;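 note: forskolin and galanin both at EC90 stimulate the cells; cAMP rise reported by CNG channel membrane potential dye signal; 0% = forskolin plus galanin with DMSO and 100% = forskolin alone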
# IDE act = activators of human insulin-degrading enzyme in cells; AID 493087; HEK cells, FAbeta-B cleavage, fluorescence polarization; 0% vehicle, 100% cell-free pure enzyme wells; activation, % at 5.96 µM; actives 0.073% (n = 340,000); P14735;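 active = activation above the mean of all tested compounds plus 3 SD, set per screening campaign, cut at about 17% in these data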
# An asterisk follows results filed as active; / = no result given; [ ] = remark or other dose.
SMILES,PHOSPHO1 inh,M4 PAM,pCIP destab,MEKK3 PB1 HTS,CRFBP-R2 block,CRFBP-R2 agonist,IDE cell inh,GalR3 antagonist,IDE act
Cc1cc(C)n(-c2ncnc3c2oc2ccccc23)n1,7,16,5,95,19,-1.5,-2,2,2
O=c1ccc(-c2ccccc2)nn1Cc1ccc(Cl)cc1,/,-3,/,102,7,-1.8,2,0,4
CCOC(=O)/C(C#N)=C/c1cc2cc(C)c(C)cc2nc1Cl,34,5,8,101,-20,-0.5,7,-7,6
CCN(CC)CCC#CC(O)(c1ccccc1)c1ccccc1,-15,-18,5,99,-20,0.0,0,0,4
COc1ccc(OCC(=O)Nc2ccc(S(=O)(=O)Nc3nc(C)cc(C)n3)cc2)cc1,28,6,-7,104,-26,-0.7,5,1,7
Cc1ccc(Cn2c(NS(=O)(=O)c3ccccc3)nc3ccccc32)cc1,12,-2,-8,98,-17,-0.3,3,-7,2
COc1cccc(OCCc2c(C)n[nH]c2C)c1,12,7,-8,116,9,-1.9,3,-6,-3
CN(C)CCCNC(=O)C1(O)c2cc(Br)ccc2NC(=O)N1c1ccc(Cl)cc1 (stereo unspecified),/,1,0,101,1,0.0,-1,-9,3
CC(C)Cn1c(N)c(C(=O)COC(=O)c2ccc3ccccc3n2)c(=O)n(C)c1=O,/,-4,/,104,6,4.8,6,4,-1
CCOC(=O)c1c(-c2cccs2)csc1NC(=O)CN1CCOCC1,28,-1,7,100,-18,0.4,3,-1,0
O=C(CN(C(=O)c1csnn1)c1ccc(Cl)cc1)NC1CCCC1,30,2,-18,101,-3,0.7,2,-6,3
CC(C)c1ccc(-c2nnn(Cc3nc4ccccc4s3)n2)cc1,11,3,2,96,0,2.0,-1,-4,6
COc1ccc2c(c1)O[C@@H](c1cccc(C(F)(F)F)c1)[C@H](O)C2=O,-4,/,0,90,/,/,-1,/,-3
CCN1C(=O)[C@H]2[C@@H](c3ccc(-c4ccccc4)cc3)N[C@@](Cc3ccccc3)(C(=O)OC)[C@H]2C1=O,/,17,/,/,-14,6.0,8,-9,1
O=C(COC(=O)c1ccc(S(=O)(=O)N2CCOCC2)cc1)NC1CCCC1,-3,-2,2,103,-1,-0.5,6,0,3
C=CCN(C(=O)c1ccccc1)c1ccc(OC)cc1,12,6,-5,103,28,-0.9,-10,-4,-5
O=C(CCc1nc2ccccc2c(=O)[nH]1)N1CCN(S(=O)(=O)c2cc(Cl)ccc2Cl)CC1,/,8,/,/,-2,-0.7,/,2,-3
Cc1cc(C)c(S(=O)(=O)Nc2ccc[nH]c2=O)c(C)c1,-14,10,7,112,-14,-0.1,2,-5,5
CC(C)(C)CN1CCN(Cc2cc3ccccc3[nH]2)CC1CCO (stereo unspecified),/,4,-8,105,-27,12,4,-3,-6
COc1ccc(/C(C)=N/NC(=S)NCCc2ccccc2)c(O)c1,40,2,-12,99,-1,1.3,0,-10,1
Nc1ncnc2nn(C3OC(CO)C(O)C3O)nc12 (stereo unspecified),/,5,/,/,3,-0.5,/,-5,/
COc1ccc(N2C(=O)CC(NNC(=O)c3cc(C)oc3C)C2=O)cc1 (stereo unspecified),24,-6,0,105,22,1.4,-1,-7,5
O=C(Nc1cccc(S(=O)(=O)N2CCOCC2)c1)C1CCN(S(=O)(=O)c2ccccc2)CC1,/,3,/,/,-7,5.3,-3,-3,1
COc1ccc(CCNc2ncnc3c2[nH]c2cc(OC)c(OC)cc23)cc1OC,28,-5,10,104,10,-0.6,2,-4,-1
Cc1nc2ccccc2nc1N1CCCCC1,-15,4,3,98,-23,-0.6,/,1,3
Cc1cccc(NC(=O)CCSc2nc(C)cc(C)n2)c1,30,6,-20,98,-7,-1.7,2,-3,5
CCn1c(SCC(=O)NCc2ccco2)nnc1-c1ccncc1,58,/,-9,99,/,/,3,/,/
O=C(Oc1ccc(-c2ccccc2)cc1)c1ccco1,/,8,/,/,23,4.0,/,-1,-1
Cc1cc(C)cc(NC(=O)CSc2nc3c(c(=O)[nH]2)CN(Cc2ccc(F)cc2)CC3)c1,3,2,10,100,-12,-2.3,-2,0,-3
Cc1ccccc1-n1nc2c(c1NC(=O)c1cccs1)CS(=O)(=O)C2,1,-9,-5,101,-7,1.7,0,-6,3

# Given as labelled records: part of the list above
molecule: Nc1ncnc2nn(C3OC(CO)C(O)C3O)nc12 (stereo unspecified)
  PHOSPHO1 inh: /	M4 PAM: 5	pCIP destab: /	MEKK3 PB1 HTS: /	CRFBP-R2 block: 3	CRFBP-R2 agonist: -0.5	IDE cell inh: /	GalR3 antagonist: -5	IDE act: /
molecule: COc1ccc(N2C(=O)CC(NNC(=O)c3cc(C)oc3C)C2=O)cc1 (stereo unspecified)
  PHOSPHO1 inh: 24	M4 PAM: -6	pCIP destab: 0	MEKK3 PB1 HTS: 105	CRFBP-R2 block: 22	CRFBP-R2 agonist: 1.4	IDE cell inh: -1	GalR3 antagonist: -7	IDE act: 5
molecule: O=C(Nc1cccc(S(=O)(=O)N2CCOCC2)c1)C1CCN(S(=O)(=O)c2ccccc2)CC1
  PHOSPHO1 inh: /	M4 PAM: 3	pCIP destab: /	MEKK3 PB1 HTS: /	CRFBP-R2 block: -7	CRFBP-R2 agonist: 5.3	IDE cell inh: -3	GalR3 antagonist: -3	IDE act: 1

# Next part.
SMILES,PHOSPHO1 inh,M4 PAM,pCIP destab,MEKK3 PB1 HTS,CRFBP-R2 block,CRFBP-R2 agonist,IDE cell inh,GalR3 antagonist,IDE act
CCN1C(=NCC2CC2)N[C@@H](c2cccc(C(F)(F)F)c2)C(C(=O)OC)=C1C,-36,2,-14,106,-12,7.1,5,/,4
Clc1ccc(OCc2cc(-c3ccccc3)no2)cc1Cl,11,-2,0,99,3,2.1,-2,-6,-4
O=C(NNc1nc2ccc(Cl)cc2s1)c1cc(-c2cccs2)nc2ccccc12,-11,-8,0,110,11,0.8,1,-1,-1
CCN(CC)P(=O)(c1ccccc1)c1c(C)nc2ccccn12 (stereo unspecified),17,-5,-16,98,0,0.0,0,-8,3
O=C(CN1C(=O)NC2(CCCCCC2)C1=O)N1CCC(Cc2ccccc2)CC1,-32,-9,-8,3.0*[inhibitor],-29,0.9,10,-5,-14
Cc1ccc(C(=O)N/C(=C/c2ccc(Cl)cc2)C(=O)Nc2cccc(C(=O)O)c2)cc1,-4,5,-3,99,-12,0.2,0,-4,5
Cc1ccc(S(=O)(=O)CCC(=O)Nc2ccccc2N2CCCC2)cc1,/,3,/,/,-3,-1.1,-4,-7,-2
COc1cccc(-n2cc(CN(C)Cc3nc(Cc4cccc(F)c4)no3)cn2)c1,37,10,-18,102,-2,-4.3,5,-3,-4
COCCn1c(C)cc(C(=O)COc2nc3ccccc3nc2C)c1C,-4,-5,-20,100,-7,0.4,0,98*,4
Cc1nc(C(=O)Nc2ccc(F)cc2)nn1-c1ccc([N+](=O)[O-])cc1,-46,4,-6,98,6,0.5,10,-4,7
CCN(CC(=O)Nc1cc(Cl)ccc1C)C(=O)c1ccc(N2CCCC2=O)cc1,/,4,/,/,6,-0.8,3,/,0
O=C(N/N=C/c1cccs1)c1cc(-c2cccc3ccccc23)n[nH]1,-12,1,-22,98,-24,17,-9,-6,-2
CN1N=C(C(=O)N2CCCC(Nc3ccc(F)c(F)c3)C2)CCC1=O (stereo unspecified),4,6,-5,97,8,-1.3,-1,-2,2
O=C(c1ccccc1)N1CCN(CC(O)COC2CCCCC2)CC1 (stereo unspecified),-6,-2,-8,100,-5,-1.5,8,6,6
COc1ccc(NC(=S)NC(NC(=O)c2ccccc2Cl)C(Cl)(Cl)Cl)c([N+](=O)[O-])c1 (stereo unspecified),9,-10,-2,108,-39,0.3,-2,2,-4
O=C(CCn1cnc2ccccc2c1=O)Nc1nc(-c2ccc(Br)cc2)cs1,4,6,0,95,-5,-2.9,-1,-1,-1
Cc1[nH]c(=O)[nH]c(=O)c1Cc1cccc2ccccc12,13,0,-8,99,-1,-1.9,2,0,-6
CC(C)(C)c1ccc(NC(=O)CON=C(N)c2ccccc2)cc1,/,7,/,/,-8,-3.9,/,-3,4
CCC1(C)Cc2c(sc(NC(=O)CCC(=O)O)c2C#N)CO1 (stereo unspecified),24,-4,6,/,-7,-0.4,6,4,4
CCc1ccc(CN(C)C(=O)c2cc(COc3cccc(C(F)(F)F)c3)on2)nc1,33,-3,-5,106,31,-1.8,1,-3,2
O=C1N(C2CCCC2)C[C@@H]2C[C@@H](c3cn[nH]c3-c3ccc(Cl)cc3)N3CCC[C@@]123,28,-6,-4,83,-39,6.3,6,-7,-2
Cc1nn(C(=O)c2cccc([N+](=O)[O-])c2)c(C)c1Sc1ccccc1,28,1,6,104,18,-0.7,6,-5,2
O=C(Nc1c2c(nn1-c1ccc(F)cc1)CS(=O)(=O)C2)c1ccc(S(=O)(=O)N2CCOCC2)cc1,-20,2,-1,99,-2,0.0,-6,-2,6
CC(=O)Nc1ccc(NC(=O)[C@@H]2CCCC[C@@H]2C(=O)O)cc1,-29,2,-3,95,2,-0.7,1,0,8
CCc1ccccc1OCCCCN1CCCCC1,30,-14,8,105,2,-2.5,-3,-5,3
CCc1cc(=O)oc2cc(OC(C)C(=O)O)c(Cl)cc12 (stereo unspecified),9,6,8,95,4,0.6,3,-1,-1
COc1ccc(/C=N/NC(=O)C2c3ccccc3-c3ccccc32)cc1,-6,-2,-3,96,-8,0.8,-1,-2,6
O=C(CSc1nnc(NC(=O)c2ccco2)s1)Nc1ccc(F)cc1F,43,5,1,102,0,-0.9,-2,-4,2
O=C(NCCc1c[nH]c2ccccc12)/C(=C\c1ccco1)NC(=O)c1ccco1,0,1,-9,99,-28,-3.0,-1,2,1
O=C(OCC(=O)N1CCCCCC1)c1ccc(S(=O)(=O)N2CCOCC2)cc1,-13,3,6,99,-2,1.2,-5,-3,3
CCOC(=O)c1cc(-c2cccs2)nn1CCC#N,3,-3,-14,/,1,-0.7,15,0,4
O=C(CSc1nc2cc(Cl)ccc2s1)NC(=O)NCc1ccco1,36,-3,-1,81*[inhibitor],-12,-0.7,-5,-6,-1
CC(=O)Cc1nsc(NC(=O)c2cc(-c3ccc(Cl)c(Cl)c3)oc2C)n1,50,-2,-1,101,-15,-0.8,-1,-4,3
O=C1CC(C(=O)Nc2ccccc2C(=O)O)C(c2ccccc2)O1 (stereo unspecified),12,8,-3,107,25,2.4,7,-2,-5
CCn1c(SCC(=O)c2ccc(O)c(O)c2)nnc1-c1ccccc1,15,6,-10,/,-4,1.6,1,1,1
COc1ccc(C(=O)NNC(=O)c2cc(C)nc3ccccc23)cc1,/,6,/,/,-1,-0.6,-1,-2,-1
NC(=O)c1nsc(C(=O)N(Cc2ccc(F)cc2)C(C(=O)NC2CCCC2)c2ccco2)c1N (stereo unspecified),0,1,-17,103,4,-1.6,1,-4,6
C#CCN(C[C@@H]1[C@@H](OC(=O)NCCCCCC)[C@@H](OC(=O)NCCCCCC)Cn2c(=O)ccc(=O)n21)S(=O)(=O)c1ccc(C)cc1,/,-9,/,/,6,0.4,/,-7,/
CCOC(=O)c1c(NC(=O)CSc2nnc(C)o2)sc(C)c1C,15,-2,2,101,-6,-0.3,-1,4,1
CC12CCC(=O)N1C(C(=O)Nc1cc(C(F)(F)F)ccc1N1CCCCC1)CS2 (stereo unspecified),/,-4,/,/,12,1.5,-1,-3,-4
CC(C)(C)OC(=O)N1CCC(C(=O)Nc2cccc(C(=O)NCCCCc3ccccc3)c2)CC1,/,0,/,/,12,-1.4,/,-3,4
Cc1cc(-n2c(=O)c(C#N)cc3c(=O)n4ccccc4nc32)no1,-4,0,-10,94,19,4.6,-2,-2,-3
NC(=O)N/N=C1\c2ccccc2-c2c(C(N)=O)cccc21,20,-11,2,108,-1,0.2,5,-8,3
